# High-throughput results as filed in PubChem BioAssay.
# LYPLA1 counter = LYPLA1 inhibitors, primary screen, counter-screen for PME1 inhibitor project, biochemical, fluorescence polarization, FP-Rh probe ABPP; Acyl-protein thioesterase 1 (Homo sapiens), O75608; recombinant LYPLA1; inhibition, % at 5.9 µM; 0.16% of 320,000 active; AID 2174, 2009;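 active means inhibition above the mean of all tested compounds plus 3 SD, set per campaign, cut at about 14% in these data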;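 further: inhibitors block serine hydrolase probe labeling of LYPLA1 so polarization falls; 0% = enzyme with DMSO and 100% = wells lacking LYPLA1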
# Target sequence (O75608 whole entry, looked up): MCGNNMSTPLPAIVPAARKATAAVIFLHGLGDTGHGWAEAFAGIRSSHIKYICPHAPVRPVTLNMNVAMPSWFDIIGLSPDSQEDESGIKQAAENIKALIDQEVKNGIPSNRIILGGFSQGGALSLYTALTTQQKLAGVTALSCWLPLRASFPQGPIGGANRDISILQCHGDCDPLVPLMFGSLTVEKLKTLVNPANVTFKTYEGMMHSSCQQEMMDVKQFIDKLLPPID
# PREPL inhibitor = PREPL enzyme inhibitors, primary screen, biochemical, fluorescence polarization | Prolyl endopeptidase-like (Homo sapiens), Q4J6C6 | AID 2751, 2010 | inhibition, % at 5.96 µM | recombinant PREPL, fluorescence polarization activity-based probe | 0.68% of 320,000 active; in the data active means inhibition above about 43%;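 further: 0% = enzyme with DMSO and 100% = wells lacking enzyme; many of its hits are not listed in these tables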
# EBNA-1 inhibitor = EBNA-1 DNA-binding inhibitors, primary screen, biochemical, fluorescence polarization; inhibition, % at 14.8 µM; 0.34% of 300,000 active; AID 1950, 2009; in the data active means inhibition above about 28%
# PAFAH1B3 inh = PAFAH1B3 enzyme inhibitors, primary screen, biochemical, fluorescence polarization, human. recombinant PAFAH1B3, FP-rhodamine probe. inhibition, % at 3.39 µM. AID 492972, 2010. 0.28% of 340,000 active. Platelet-activating factor acetylhydrolase IB subunit alpha1 (Homo sapiens), Q15102;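 active means inhibition above the screen-wide average of all tested compounds plus 3 SD, cut at about 25% in these data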;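 further: 0% = enzyme with DMSO only and 100% = wells lacking PAFAH1B3 protein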
# Target sequence (Q15102 whole entry, looked up): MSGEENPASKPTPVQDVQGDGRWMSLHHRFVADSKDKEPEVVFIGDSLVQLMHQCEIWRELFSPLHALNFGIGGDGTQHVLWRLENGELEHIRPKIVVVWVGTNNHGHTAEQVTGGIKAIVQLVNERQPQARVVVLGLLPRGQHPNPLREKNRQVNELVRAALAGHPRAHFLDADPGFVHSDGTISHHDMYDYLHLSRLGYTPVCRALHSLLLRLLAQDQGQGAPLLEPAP
# LYPLA2 counter = LYPLA2 inhibitors, primary screen, counter-screen for PME1 inhibitor project, biochemical, fluorescence polarization, FP-Rh probe ABPP; inhibition, % at 5.9 µM; recombinant LYPLA2; 0.38% of 320,000 active; AID 2177, 2009; Acyl-protein thioesterase 2 (Homo sapiens), O95372;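 active means inhibition above the screen-wide mean plus 3 SD, limit set per campaign, cut at about 26% in these data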;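 further: 0% = LYPLA2 with DMSO and 100% = wells lacking LYPLA2 enzyme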
# PAD4 inh = human PAD4 inhibitors, primary screen, biochemical, fluorescence polarization, 1536-well format; Protein-arginine deiminase type-4 (Homo sapiens), Q9UM07; recombinant PAD4, RCA probe fluorescence polarization; inhibition, % at 6.36 µM; 0.41% of 330,000 active; AID 485272, 2010;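 active means percent inhibition above a cutoff equal to the mean of all tested compounds plus 3 SD, cut at about 15% in these data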;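 further: 0% = PAD4 with RCA probe and DMSO and 100% = probe without PAD4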
# ZTA DNA inh = blocks Epstein-Barr virus ZTA, an EBNA-1 counter-screen | P03206 | ZTA-DNA binding, fluorescence polarization | inhibition, % at 11 µM | 0.15% of 320,000 active; in the data active means inhibition above about 33%
# Target sequence (P03206 whole entry, looked up): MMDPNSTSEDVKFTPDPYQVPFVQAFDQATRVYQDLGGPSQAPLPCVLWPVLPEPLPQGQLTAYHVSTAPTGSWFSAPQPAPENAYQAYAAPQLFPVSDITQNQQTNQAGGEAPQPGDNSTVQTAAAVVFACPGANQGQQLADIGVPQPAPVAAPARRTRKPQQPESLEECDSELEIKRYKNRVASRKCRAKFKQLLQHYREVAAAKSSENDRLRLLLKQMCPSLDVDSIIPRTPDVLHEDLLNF
# GSTO1 counter = inhibitors of recombinant GSTO1, primary screen, counter-screen for RBBP9 inhibitor project, biochemical, fluorescence polarization. AID 1974, 2009. Glutathione S-transferase omega-1 (Homo sapiens), P78417. activity-based probe fluorescence polarization. inhibition, % at 5.96 µM. 1.1% of 300,000 active;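 active means inhibition above the campaign mean inhibition plus 3 SD, cut at about 35% in these data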;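 further: 0% = GSTO1-1 with DMSO and 100% = wells lacking GSTO1-1 enzyme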
# Target sequence (P78417 whole entry, looked up): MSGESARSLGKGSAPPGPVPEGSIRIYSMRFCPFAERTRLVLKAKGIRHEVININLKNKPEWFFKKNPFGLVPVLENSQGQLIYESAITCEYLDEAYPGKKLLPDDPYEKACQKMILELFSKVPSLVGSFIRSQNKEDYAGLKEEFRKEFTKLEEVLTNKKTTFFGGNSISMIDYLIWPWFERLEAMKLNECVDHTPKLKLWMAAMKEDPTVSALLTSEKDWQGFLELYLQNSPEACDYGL
# PAFAH2 inh = PAFAH2 enzyme inhibitors, primary screen, biochemical, fluorescence polarization, human; 0.99% of 340,000 active; AID 492956, 2010; recombinant PAFAH2, FP-rhodamine activity probe; inhibition, % at 3.39 µM;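 active means inhibition above the mean over all tested compounds plus 3 SD, cut at about 30% in these data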;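 further: inhibitors block probe labeling of enzyme so polarization drops; 0% = enzyme with DMSO and 100% = wells lacking PAFAH2 protein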
# Starred values were filed as active, the others as inactive; . = not tested or not shown. Only part of the results is shown (hit frequency here may not be typical).
SMILES,LYPLA1 counter,PREPL inhibitor,EBNA-1 inhibitor,PAFAH1B3 inh,LYPLA2 counter,PAD4 inh,ZTA DNA inh,GSTO1 counter,PAFAH2 inh
Fc1ccc(-c2csc3ncnc(N4CCN(Cc5ccccc5)CC4)c23)cc1,-2,9,13,1,2,-1,-13,3,-8
COc1ccc(CNC(=O)C2CCCN(S(=O)(=O)c3ccccc3)C2)cc1 (stereo not drawn),2,-5,4,6,4,-7,10,7,0
O=C(NCc1ccncc1)C1CCCN(S(=O)(=O)c2ccc(Br)cc2)C1 (stereo not drawn),4,7,-3,0,7,-4,-7,14,4
COc1ccc(CN2CCCC(C(=O)c3ccc(Cl)cc3)C2)cc1Cn1cncn1 (stereo not drawn),0,-85,6,5,-4,-4,-17,-2,2
Cc1cc(OC(C)C(=O)NCc2ccncc2)c2c(C)c(C)c(=O)oc2c1 (stereo not drawn),2,6,-14,0,5,-5,1,1,4
COC(=O)C(NC(=O)CCc1nnc2ccc(N3CCCCC3)nn12)C(C)C (stereo not drawn),0,-8,14,4,7,-1,12,4,4
NS(=O)(=O)c1cc(C(=O)OCC(=O)Nc2ccc3[nH]c(=O)[nH]c3c2)ccc1Cl,-2,4,.,-1,-3,-4,-2,.,6
CCS(=O)(=O)N1CCC2(CC1)OCCN2S(=O)(=O)c1ccc(C)cc1,-2,7,1,-1,3,2,-6,11,8
Cc1csc(NC(=O)CSc2nc(C)nc3c2c(=O)n(C)c(=O)n3C)n1,-2,-3,-1,-1,2,6,8,-4,2
Clc1ccccc1Cc1noc(CN2CCSCC2)n1,3,2,-4,-4,3,2,-29,3,-4
Cc1ccccc1NC(=O)Cc1nc(COC(=O)Cc2ccccc2F)cs1,-4,9,.,0,2,-1,-1,.,-1
COc1cccc(/C=N/n2c(C3CCCCC3)n[nH]c2=S)c1,-4,2,3,9,-5,0,-3,1,7
C[C@H](NC(=O)c1ccccc1)C(=O)N1CCN(c2ccccc2)CC1,-2,6,4,3,5,-4,5,1,8
C/C=C/C(=O)NCCc1ccc(OC)c(OC)c1,-6,6,4,4,-5,-8,9,4,-5
COc1ccccc1NS(=O)(=O)c1cccc(C(=O)N2CCCCCCC2)c1,3,1,-7,5,2,0,-14,4,-9
CCCCOC(=O)c1ccc(N2C(=O)CC(N3CCN(C/C=C/c4ccccc4)CC3)C2=O)cc1 (stereo not drawn),-3,-10,2,1,6,-1,-8,-4,0
O=C(Cc1nc(=O)c2ccccc2s1)Nc1ccccc1,-9,20,14,3,-15,-6,6,-19,-14
COc1ccccc1CNC(=O)C1CCN(S(=O)(=O)c2ccc3c(c2)CC(C)N3C(C)=O)CC1 (stereo not drawn),-1,0,-6,-1,-2,2,-10,3,1
COc1ccc(-c2ncccc2O)cc1,-1,0,4,10,-4,-5,6,9,4
CC1=C(C(=O)OCc2ccc3c(c2)OCO3)C(c2cccc([N+](=O)[O-])c2)NC(=O)N1 (stereo not drawn),-4,-4,-6,9,-5,-4,1,-31,1
CC1(C)CC(=O)CC2(C1)NCC(c1ccccc1Cl)c1c2[nH]c2ccccc12 (stereo not drawn),9,-2,-12,11,7,-5,-18,5,21
Cc1noc(C)c1S(=O)(=O)Nc1ccc(C(=O)NCc2ccccc2)cc1,0,-2,-8,2,-7,-1,-1,0,5
CCC[N+]1(CC#CCC(c2ccccc2)c2ccccc2)CCCCC1,-2,18,8,4,3,0,1,0,2
Cc1cc(C(=O)OCC(=O)c2ccc3c(c2)NC(=O)CO3)c2ccccc2n1,-11,-1,-6,-2,-14,-7,-6,0,-12
COc1ccnc(Oc2ccc(F)cc2)c1C(=O)N/C=N/OCc1ccc(F)cc1,0,-3,5,0,2,1,-2,4,11

# Arranged by value in PREPL inhibitor (smallest number first): some entries from above.
Molecule | PREPL inhibitor
COc1ccc(CN2CCCC(C(=O)c3ccc(Cl)cc3)C2)cc1Cn1cncn1 (stereo not drawn) | -85
CC1=C(C(=O)OCc2ccc3c(c2)OCO3)C(c2cccc([N+](=O)[O-])c2)NC(=O)N1 (stereo not drawn) | -4
COc1cccc(/C=N/n2c(C3CCCCC3)n[nH]c2=S)c1 | 2

# Going on with the list.
SMILES,LYPLA1 counter,PREPL inhibitor,EBNA-1 inhibitor,PAFAH1B3 inh,LYPLA2 counter,PAD4 inh,ZTA DNA inh,GSTO1 counter,PAFAH2 inh
CCOC(=O)CSc1nnc(CNc2cccc(Cl)c2)n1-c1ccccc1,-4,8,-3,3,5,-2,6,6,7
CC(C)c1nnc(NC(=O)CCC(=O)NC2CCCCC2)s1,-3,-2,0,.,-3,0,2,-1,.
CC(C)Cc1nc(N2CCN(C(=O)c3ccco3)CC2)c(C#N)c2c1CCCC2,0,25,-1,0,5,3,0,2,-4
O=[N+]([O-])c1ccc(NC(=S)N2CCN(c3ccc(F)cc3)CC2)cc1,0,22,3,-8,2,-2,-6,-8,5
Cc1ccc(NC2=CC(=O)CC(c3ccccc3)C2)cc1 (stereo not drawn),5,5,7,11,5,4,-1,-6,3
O=C(NCCSCc1ccccc1)c1ccccc1,2,-7,-2,17,3,1,-2,-5,-1
Cc1ccc(S(=O)(=O)CCC(O)c2ccc(Cl)cc2)cc1 (stereo not drawn),-2,-32,0,3,7,6,-19,5,6
Cc1ccc(Cn2nnc3c(=O)n(CC(=O)NCc4ccc5c(c4)OCO5)cnc32)cc1,-2,7,21,5,-4,3,7,4,5
CC(C)(C)OC(=O)CNC(=O)c1[nH]cnc1C(=O)N[C@@H](CCCCNC(=O)OC(C)(C)C)C(=O)OC(C)(C)C,-1,8,-21,6,-10,2,-4,0,0
CCn1cc(C(=O)NCCCOC)c(=O)c2cc(S(=O)(=O)N3CCCC3)ccc21,4,7,7,6,0,0,-8,0,9
Cc1cc(C)cc(OCCNC(=O)C2CCN(S(=O)(=O)c3ccccc3)CC2)c1,1,4,8,17,6,-3,10,-1,2
CCc1c(C(=O)Nc2cc(C)ccc2OC)[nH]c(C)c1C(C)=O,-2,17,23,3,-7,-5,17,6,0
CCC(C)[C@H]1COCCS(=O)(=O)N1Cc1ccc(Br)cc1 (stereo partly drawn),-1,2,4,13,-8,-3,-6,4,1
CCN1C(=O)/C(=C/c2ccc(OC)c(OC)c2)N=C1SCC(=O)NCc1ccco1,0,-1,0,3,-2,4,-1,0,1
CCOc1cc(NC(=S)NCCCN2CCOCC2)c(OCC)cc1NC(=O)C(C)C,-3,-4,6,5,-3,-7,-10,3,3
CCCCC(=O)Nc1cccc2c1C(=O)N(c1ccccc1)C2=O,1,2,-2,10,3,-2,1,4,-10
CC(C)=CCc1cc2c(=O)c3c(O)c4c(cc3oc2c(O)c1O)OC(C)C4(C)C (stereo not drawn),-29,17,5,.,-37,0,9,13,.
O=C(COc1cccc2ccccc12)NNC(=O)CSCCO,3,1,-11,-1,-2,-3,-8,2,2
O=[N+]([O-])c1ccc2[nH]nc(-c3ccccc3)c2c1,-1,1,-3,6,-2,-3,-6,5,-4
CSc1ccc(CNc2ccccn2)cc1,6,-6,13,-1,2,3,11,10,7
CCc1ccc(C(=O)N2CCN(c3ccc(NC(=O)c4ccco4)cc3)CC2)cc1,2,18,-2,8,11,-1,12,0,3
C/C(=N\O)C(C)(C)Nc1ccc(Cl)cc1,3,-2,-10,2,3,2,0,6,-1
CC(=O)c1ccccc1OC(=O)CCN1C(=O)C2C3C=CC(C4CC34)C2C1=O (stereo not drawn),-3,16,2,12,-3,-3,11,-2,5
COC(=O)c1c(N2C(=O)Nc3ccccc3N2O)sc2c1CCCC2,0,-2,6,3,-2,-3,11,-9,4
COC(=O)c1ccc(Oc2ccc3nncn3n2)cc1,-4,-2,5,6,-1,-7,-2,-2,-9
# Next part
SMILES,LYPLA1 counter,PREPL inhibitor,EBNA-1 inhibitor,PAFAH1B3 inh,LYPLA2 counter,PAD4 inh,ZTA DNA inh,GSTO1 counter,PAFAH2 inh
NS(=O)(=O)c1ccc(CCNC(=O)Cn2c(=O)c3cccn3c3cccnc32)cc1,1,7,-7,1,4,-1,-11,8,1
Cc1ccc(C)n1C(CC(=O)O)c1ccc(C#N)cc1 (stereo not drawn),-1,-2,0,.,-2,-1,11,3,.
O=C(/C=C/c1ccccc1)NC(=S)Nc1ccc2c3c(cccc13)CC2,-1,7,0,9,0,0,-6,2,0
CCOc1ccc(NC(=O)CSc2nc3ccccc3c(=O)n2CCCC(=O)NCC2CCCO2)cc1 (stereo not drawn),-5,-3,-4,0,0,5,0,-2,0
CCSc1cc(Cl)nc(N)n1,-1,0,1,8,-7,8,-4,-1,-2
COc1ccc(CNC(=O)COC(=O)Cc2ccc(Br)cc2)cc1,.,0,.,1,.,0,.,.,3
CCN(CC)c1ccc(NC(=O)C2=CCN(S(=O)(=O)c3ccc(F)cc3)CC2)c(C)c1,0,6,4,2,2,4,-19,3,7
C/C(=N/Nc1ccccc1[N+](=O)[O-])c1ccc([N+](=O)[O-])cc1,-2,22,-2,5,2,1,-3,1,4
CCOC(=O)c1cn(CC(=O)Nc2ccc(C(C)C)cc2)nn1,0,15,-3,13,11,0,12,4,-3
Cc1nnc(-c2cccc(C(F)(F)F)c2)nc1N1CCOCC1,-2,7,-2,-4,7,-3,10,-7,9
COc1cccc(N=C2NC(=O)/C(=C/c3cc([N+](=O)[O-])ccc3O)S2)c1,17*,5,-2,39*,-1,-5,4,13,40*
O=C(O)CC(Cn1[nH]nnc1=S)c1ccccc1 (stereo not drawn),-1,-1,3,7,0,1,-1,1,-6
Cc1cnc(CN(C)C(=O)C2CCC(=O)N(CCc3ccccc3)C2)[nH]1 (stereo not drawn),1,1,-22,8,-4,-2,-1,-17,3
Cc1ccc(CNC(=O)c2cn(C3CCCC3)c(=O)c3c2c2ccccc2n3C)o1,2,0,-13,.,-1,5,-6,-11,.
CCOCCCn1c(=S)[nH]c2cc(C(=O)NCCOC)ccc2c1=O,-4,-1,6,1,-5,-2,-1,16,-8
Cc1ccccc1OCC(O)Cn1c(NCCN(C)C)nc2c1c(=O)n(C)c(=O)n2C (stereo not drawn),-1,27,9,5,1,4,0,7,2
CN(CC(=O)Nc1cccc(F)c1)C(=O)c1ccccc1Cc1ccccc1,1,-17,-20,11,1,-1,-10,-5,-3
C=CCSCC1Nc2cc(Cl)c(S(N)(=O)=O)cc2S(=O)(=O)N1 (stereo not drawn),4,-7,10,3,6,0,4,4,-5
CCC1(CC)NC(=O)N(CC(=O)OC(C)C(=O)Nc2cc([N+](=O)[O-])ccc2OC)C1=O (stereo not drawn),1,3,0,3,-2,-1,10,-1,-6
COc1ccc(-c2[nH]ncc2CN2CCN(c3ccccn3)CC2)c(OC)c1,0,8,8,4,-5,-7,4,1,3
Cc1ccc(C)c(N2CCN(c3cnn(-c4nc5ccccc5s4)c(=O)c3Cl)CC2)c1,-2,-6,6,2,9,-3,-10,-2,6
O=C(Cc1ccccc1)N1CCN(c2ccc([N+](=O)[O-])cc2)CC1,0,1,4,4,4,-6,-2,-1,3
CCOC(=O)C1(C)NC(c2cccs2)C2C(=O)N(c3ccccc3)C(=O)C21 (stereo not drawn),0,9,-10,-2,-1,-4,-4,5,-2
O=C(C[C@H]1C/C=C\CCC(=O)OC[C@H]2CCCN2C1=O)NCCO,.,-6,.,7,.,1,.,.,-2
CSc1nc2ncc(-c3ccsc3)c(N)n2n1,1,2,8,5,-3,-7,-1,-6,1
COc1ccccc1OCCn1cc(C(=O)O)c2ccccc21,0,5,0,4,3,2,3,-1,4
